Luc counter: Kinase-Glo luciferase inhibition (counter-screen) | Q27757 | Kinase-Glo luciferase, ATP luminescence, 8 min | Potency, µM (highest dose often 38.3 µM), for the others: top-dose activity change, negative = inhibition, hits mostly inhibitors | hit rate 0.28% among 200,000; note: potency is the fitted concentration of half-maximal effect; % is set by controls: 0 for no effect and ±100 for the full control effect; nearly all actives have a fitted effect of over 60% in size
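Recombinant Kinase-Glo luciferase, 10 uM ATP (linear range), luciferin; imidazole pH 7.2 / KCl / MgCl2 / Tween / BSA buffer; 8 min RT; luminescence.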
Epigenetic derep: epigenetic control regulation, reporter derepression | hit rate 0.2% among 280,000 | Potency, µM (highest dose often 53.9 µM), for inactives: top-dose GFP activation, actives largely listed as activators | AID 1865 | murine LDR cells, GFP reporter derepression, 30 h; note: potency is the fitted concentration of half-maximal effect; % of control where 0% means no effect; nearly all actives have a fitted effect of over 60% in size
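GFP-positive cell count by laser-scanning cytometry (objects 20–120 um) after 30 h, 37 C compound exposure of murine LDR cells; reporter is CMV-GFP integrated at a silenced locus, inducible by HDAC or DNMT inhibitors.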
CBFb RUNX1 block: inhibitors of human CBF-beta and RUNX1 interaction; Q01196+Q13951; AlphaScreen CBFb-His/RUNX1-biotin binding, biochemical; Potency, µM (titrated, usually from 59.8 µM), without a hit: at the highest dose activity, negative = inhibition, hits mostly inhibitors; 230,000 tested, under 10 active; AID 1477; note: % of control where 0% means no effect
Target sequence (Q01196 whole entry, looked up): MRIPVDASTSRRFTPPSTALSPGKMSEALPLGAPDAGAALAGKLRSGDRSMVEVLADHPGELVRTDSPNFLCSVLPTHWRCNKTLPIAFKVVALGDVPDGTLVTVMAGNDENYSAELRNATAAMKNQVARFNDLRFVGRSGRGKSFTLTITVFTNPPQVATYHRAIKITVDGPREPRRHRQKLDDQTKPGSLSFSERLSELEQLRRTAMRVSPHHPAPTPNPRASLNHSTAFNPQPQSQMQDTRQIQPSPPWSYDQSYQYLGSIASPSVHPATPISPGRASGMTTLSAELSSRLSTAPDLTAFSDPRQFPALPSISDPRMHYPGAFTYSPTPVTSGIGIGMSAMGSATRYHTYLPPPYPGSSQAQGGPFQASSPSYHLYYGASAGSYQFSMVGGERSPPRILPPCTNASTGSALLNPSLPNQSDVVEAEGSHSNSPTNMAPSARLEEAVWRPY
Target sequence (Q13951 whole entry, looked up): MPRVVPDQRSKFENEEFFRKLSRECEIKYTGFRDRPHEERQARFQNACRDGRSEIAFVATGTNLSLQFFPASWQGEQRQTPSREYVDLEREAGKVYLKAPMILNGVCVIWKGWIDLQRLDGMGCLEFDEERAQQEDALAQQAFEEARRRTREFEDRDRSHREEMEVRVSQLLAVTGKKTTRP
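Read-out: AlphaScreen. Format: His-CBF-beta with biotinylated RUNX1 (30 nM each) preincubated 20 min, compound 15 min, Ni-chelate plus streptavidin beads 90 min; room temperature throughout.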
NPSR antagonist: blocks cAMP signaling of the human neuropeptide S receptor; Q6W5P4; CHO-NPSR cells, cAMP TR-FRET, antagonist mode; Potency, µM (top dose mostly 38.3 µM), without a hit: at the top dose activity change, negative = inhibition, most hits filed as inhibitors; hit rate 1% among 220,000; AID 1461; note: potency is the fitted concentration of half-maximal effect; % is set by controls: 0 for no effect and ±100 for the full control effect; nearly all actives have a fitted effect of over 50% in size; many of its hits are not listed in these tables
Target sequence (Q6W5P4 whole entry, looked up): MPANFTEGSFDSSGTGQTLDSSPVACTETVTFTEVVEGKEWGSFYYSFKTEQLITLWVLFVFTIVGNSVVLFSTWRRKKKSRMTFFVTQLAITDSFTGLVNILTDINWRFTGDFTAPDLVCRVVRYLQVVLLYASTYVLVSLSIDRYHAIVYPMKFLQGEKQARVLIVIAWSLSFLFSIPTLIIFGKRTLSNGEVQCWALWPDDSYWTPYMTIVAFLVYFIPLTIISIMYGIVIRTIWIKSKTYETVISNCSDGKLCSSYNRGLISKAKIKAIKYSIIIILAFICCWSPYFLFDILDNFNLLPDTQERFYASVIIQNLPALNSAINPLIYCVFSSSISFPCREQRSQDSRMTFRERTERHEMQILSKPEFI
IMPase Li cell: membrane-permeable IMPase blocker, potentiated with lithium | Potency, µM (doses to about 59.4 µM), for inactives: top-dose activity, negative = IMPase inhibition, most hits filed as inhibitors | CHO-M1 cells, IP1 TR-FRET (IP-One), carbachol + lithium | hit rate 0.35% among 210,000;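 note: IP1 builds up when IMPase is blocked and the TR-FRET signal falls; potency is the fitted concentration of half-maximal effect; plate controls were basal vehicle for no effect and high inhibitor control for full effect; nearly all actives have a fitted effect of over 50% in size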
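Lithium-sensitised IP1 accumulation assay; M1-expressing CHO cells treated 30 min at 37C with compound. Competitive antibody detection by time-resolved FRET followed a 10 min room-temperature lysis step.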
HTT aggregate: mutant huntingtin aggregation inhibition. PC12 HttQ103-GFP aggregates, Acumen cytometry, 40 h. hit rate 1.1% among 220,000. Potency, µM (series often up to 46.1 µM), inactives show at the top dose activity change, negative = inhibition, hits mostly inhibitors; note: potency is the fitted concentration of half-maximal effect; % is set by controls: 0 for no effect and ±100 for the full control effect; nearly all actives have a fitted effect of over 60% in size
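Quantitative HTS on tebufenozide-induced (100 nM) PC12 cells stably expressing polyQ103 Huntingtin exon 1–GFP. Reduction of bright GFP aggregates, detected by laser scanning cytometry after lysis, identified actives across the titration.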
LMNA splice mod: LMNA splicing modulation. HeLa LMNA splicing GFP/RFP minigene ratio, 48 h. hit rate 0.01% among 200,000. Potency, µM (highest dose often 46.1 µM), for inactives: top-dose ratio change, negative = inhibition, actives largely listed as inhibitors. AID 1487; active = well fitted inhibition curve with a large enough effect in the signal ratio, with a control signal flat, not every such curve was filed as active; inconclusive = small, poorly fitted or top-dose-only effect, or effect the other way, or a change in a side signal; the % refers to the signal ratio; note: potency is the fitted concentration of half-maximal effect; % is set by controls: 0 for no effect and ±100 for the full control effect
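S3 HeLa cells stably expressing lamin A-EGFP splicing minigene plus DsRed2, 600 cells/well, 48 h compound exposure at 37C. Laser-scanning cytometry; analysed as GFP (500-530 nm)/RFP (575-640 nm) total intensity ratio; 0.5% DMSO vehicle.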
An asterisk follows results filed as active; ? = inconclusive; · = no result given; & = joins results of further samples; [ ] = another dose, or the depositor's remark. Unless noted, calls come from the whole dose curve; as a rule, active = well fitted curve in the direction sought with a large enough effect; inconclusive = small, poorly fitted or top-dose-only effect, or another doubt; inactive = no such curve, though single readings can be large; an effect the other way counts as inactive or inconclusive.

SMILES | Luc counter | Epigenetic derep | CBFb RUNX1 block | NPSR antagonist | IMPase Li cell | HTT aggregate | LMNA splice mod
CCC(C)C(NC(N)=O)C(=O)Nc1ccc(C(=O)OC)cc1 (stereo not drawn) | 1% | 3.5% | 21% | 12% | -8% | 6% | ·
COC(=O)C1C(O)=C(C=NCc2ccccc2)C(=O)CC1(C)C (stereo not drawn) | -1% | 2.6% | -1% | -11%[46.1 µM] | -3%[38.3 µM] | 0% | 1%
COc1ccc(/C=C(\NC(=O)c2ccc(C)cc2)C(=O)Nc2c(C)n(C)n(-c3ccccc3)c2=O)cc1 | 4% | -0.5% | 9% | 7% | -3% | 17% | -12%[46 µM]
Cc1cn2c(nc1=O)OC1C(O)C(COC(=O)c3ccccc3)OC12 (stereo not drawn) | 0% | -1.0% | 4% | 5%[46.1 µM] | 32%[activator][38.3 µM] | ? | 0%
CN(C)Cc1nc2c(c(=O)[nH]1)C1(CCCCC1)Cc1ccccc1-2 | 2% | -0.1% | 3% | 1%[46.1 µM] | -10%[38.3 µM] | 3% | ?
COc1nccnc1NS(=O)(=O)c1ccc(N=Cc2c(C)[nH]n(-c3ccc(Cl)cc3)c2=O)cc1 | -11% | -1.1% | -7% | 9% | 7% | ? | -4%
COc1cccc(CNC(=O)Cn2nc(-c3ccc(Cl)cc3)ccc2=O)c1 | 1% | -5.9%&-1.1% | 2% | 2%[46.1 µM] | 17%[38.3 µM] | -6% | -3%[46 µM]
Cc1nnc(SCC(=O)N2c3ccccc3Sc3ccccc32)n1N | 3% | -1.1% | 6% | ? | 14%[38.3 µM] | -12% | -2%
CC[C@H](CC[C@H](C)[C@@H]1CC[C@@H]2[C@H]3CC=C4C[C@@H](O)CC[C@]4(C)[C@H]3CC[C@]21C)C(C)C | 4%[17.1 µM] | 1.0%[16.9 µM] | 13%[21.7 µM] | · | 6% | · | -11%
Cc1ccc(S(=O)(=O)NC2CCC(C(=O)O)CC2)cc1 (stereo not drawn) | 3% | -0.8% | 2% | -18%[46.1 µM] | 29%[38.3 µM] | -6% | 14%
COCCn1c(SCC(=O)NCc2cccs2)nnc1-c1ccc(OC)cc1 | -1% | -1.0% | -1% | 2%[46.1 µM] | 3%[38.3 µM] | 2% | -3%
CC(=O)N1CCC2(CC1)C/C(=N\NC(=S)Nc1ccccc1C)c1cc(O)ccc1O2 | 10% | 1.5% | ? | -35% | 0% | 4% | ?
COc1ccc(C(C)NC(=O)c2cccc([N+](=O)[O-])c2)cc1OC (stereo not drawn) | 1% | ? | 2% | 12% | -8% | 9% | -4%
COc1ccc(C)cc1NC(=O)Nc1ccccc1SC | 3% | -0.9% | 13% | 16% | 2% | 1% | ·
CC(C)NC(=O)COc1ccc(Cl)cc1Cl | 1% | 2.8% | 7% | 0%[46.1 µM] | 20%[38.3 µM] | 9%[9.22 µM] | -3%

Two entries from above in a different format.
Below each compound – Luc counter	Epigenetic derep	CBFb RUNX1 block	NPSR antagonist	IMPase Li cell	HTT aggregate	LMNA splice mod
CN(C)Cc1nc2c(c(=O)[nH]1)C1(CCCCC1)Cc1ccccc1-2
    2%	-0.1%	3%	1%[46.1 µM]	-10%[38.3 µM]	3%	?
COc1nccnc1NS(=O)(=O)c1ccc(N=Cc2c(C)[nH]n(-c3ccc(Cl)cc3)c2=O)cc1
    -11%	-1.1%	-7%	9%	7%	?	-4%

Further records follow.
SMILES | Luc counter | Epigenetic derep | CBFb RUNX1 block | NPSR antagonist | IMPase Li cell | HTT aggregate | LMNA splice mod
Cc1nc2ccc(C(=O)c3ccccc3)cc2[nH]1 | -6% | 0.0% | 6% | -11%[46.1 µM] | 12%[38.3 µM] | -6% | -3%
O=C(Nc1ccc2c(c1)nc1n2CCOC1)c1ccco1 | -15% | -0.7% | 3% | 0%[46.1 µM] | 2%[38.3 µM] | 2% | -9%
CCCCNC(=S)N/N=C/c1cc(C)ccc1C | 2% | 1.0% | -7% | -25% | -1% | 9% | ?
CCn1c(COc2ccccc2)nnc1SCC(=O)C(C)(C)C | -1% | 2.1% | 4% | -26%[46.1 µM] | -1%[38.3 µM] | -19% | ?
CN1C(=O)c2ccccc2OC1(C)Cc1ccccc1 (stereo not drawn) | 6% | -0.9% | 2% | -1% | -1% | 2% | 2%
COC1(OC)C(/C=C/c2ccc(Cl)cc2)C(C#N)(C#N)C1(OC)OC (stereo not drawn) | -4% | 0.0% | ? | ? | 19% | 22%[9.22 µM] | ?
COc1cccc2cc(/C(=N/O)c3ccc(Br)cc3)oc12 | 2% | 1.2% | 4% | -56% | 17% | -13% | ?
Cc1cc(NC(=O)CSc2nnc(-c3ccco3)n2Cc2ccccc2)no1 | 2% | -1.0% | 0% | -9% | 10% | -11% | -3%
C[N+]1(CC(=O)OC2CCCCCCCCCCC2)CCCC1 | 2% | -1.3% | -1% | -1% | 20% | ? | ·
CCc1ccc(-c2nnn(CCC(=O)OC)n2)cc1 | -7% | -1.4% | -3% | -16%[46.1 µM] | 10%[38.3 µM] | -10% | 3%
COc1ccccc1N1CCN(C(=O)CSc2nc3ncnc(N)c3[nH]2)CC1 | 3% | 1.2% | 6% | -6%[46.1 µM] | 14%[38.3 µM] | 0% | -6%
CCOc1ccccc1NC(=O)C1CCCN(S(=O)(=O)c2c(C)[nH]c(=O)[nH]c2=O)C1 (stereo not drawn) | -4% | -1.6%&0.4% | 3% | 0%[46.1 µM] | 39%[activator][38.3 µM] | 13% | -12%
C[N+]1(CC(=O)NNc2c3ccccc3nc3ccccc23)CCOCC1 | 1% | -1.5% | -6% | -39% | 40%[activator] | -8%[9.22 µM] | ?
COc1ccc(/C=N/Nc2nn3cnnc3c3ccccc23)cc1 | · | -0.7% | 4% | -14% | · | -8%[9.22 µM] | ·
CC(=O)C1(O)C(C)CC2C3CCC4CC(O)CCC4(C)C3=CCC21C (stereo not drawn) | -1% | 0.8% | 5% | -11%[46.1 µM] | 14%[38.3 µM] | 23% | 1%
Cc1ccc(NC(=S)NNC(=O)c2ccc(N3CCOCC3)c([N+](=O)[O-])c2)cc1C | 1% | 0.0% | -14% | -1% | 0% | 13% | 4%
Cc1ccc(N2CCN(CC(O)COC3CCCCC3)CC2)cc1 (stereo not drawn) | 2% | -0.4% | 2% | -12%[46.1 µM] | 8%[38.3 µM] | 20% | 3%
COc1cccc(C2C(C(N)=O)=C(C)Nc3nc(-c4cccc(Cl)c4)nn32)c1 (stereo not drawn) | -3% | 0.0% | 0% | -2%[46.1 µM] | -5%[38.3 µM] | 13% | -25%
CCN(CC)S(=O)(=O)c1ccc(NC2CCCc3ccccc32)nc1 (stereo not drawn) | 1% | 1.8% | 0% | -21%[46.1 µM] | 13% | -11% | ?
O=C(CSc1nnc(-c2ccccc2Br)o1)N1CCN(C(=O)c2ccco2)CC1 | 2% | -3.9% | -11% | -13%[46.1 µM] | -10%[38.3 µM] | 2% | ?
Cc1c(NC(=O)COc2ncnc3c(Cl)cc(Cl)cc23)c(=O)n(-c2ccccc2)n1C | -8% | 3.7% | -7% | -11%[46.1 µM] | -18%[38.3 µM] | 2% | 2%
CN(C)c1ccc(/C=C(\C#N)C(=O)c2ccccc2)cc1 | · | 15% | 6% | -16% | · | 3%[9.22 µM] | 20%[46 µM]
COC(=O)CSc1nnc(-c2cccnc2)n1-c1cccc(OC)c1 | 1% | -0.7% | 4% | 2%[46.1 µM] | -4%[38.3 µM] | -7% | 2%
O=C(CCNC(=O)c1ccco1)Nc1ccc(Cl)cc1 | 0% | -1.6% | 4% | 4% | -4% | 11% | -3%[46 µM]
CCCCNC(=O)c1ccc(NS(=O)(=O)c2ccccc2)cc1 | 3% | 0.9% | -1% | 0%[46.1 µM] | 43%[activator][38.3 µM] | -10% | -22%
C=C1C2=CC(=O)OC(c3ccoc3)[C@]2(C)CCC1[C@]1(C)C=CC(=O)C(C)(C)C1CC(=O)OC (stereo partly drawn) | -6% | 7.7% | 3% | · | 12% | · | ·
CCOc1cc(S(=O)(=O)NCc2ccncc2)c(C)cc1C | -1% | 1.1% | 15% | 24% | 9% | ? | ·
CC1CN(CC(=O)NN=C(c2ccccc2)c2ccccc2)CC(C)O1 (stereo not drawn) | · | -1.2% | 10% | 40% | -1% | 10%[9.22 µM] | ·
Cc1ccc(C)c(OC(=O)c2ccncc2)c1 | 2% | -2.0% | 8% | 9% | 6% | 0% | -8%
C=CCn1c(SCC(=O)NCC(=O)OCC)nnc1-c1cccc(OC)c1 | 21% | 0.9% | 3% | 3%[46.1 µM] | 32%[activator][38.3 µM] | -3% | 6%
CCCSc1nc(C)nc2c1c(=O)n(C)c(=O)n2C | 0% | -0.8% | 19% | -14%[46.1 µM] | 25%[38.3 µM] | 4% | -3%
O=C(CSc1nncn1-c1ccccn1)Nc1cccc(Cl)c1 | 1% | -6.8% | 5% | 12% | 7% | 19% | ·
CCCCn1c(=O)[nH]c(=O)c2c1nc(-c1ccc(C)c([N+](=O)[O-])c1)n2CC | 3% | -2.2% | -6% | -28% | -6% | 27% | ?
O=C(COC(=O)C1=COCCO1)NC1CCCCCCC1 | 1% | 1.2% | 27% | 6% | 8% | -1% | ?
Clc1ccccc1C1=CC(c2ccco2)n2ncnc2N1 (stereo not drawn) | · | 0.0% | 0% | -19% | · | 3%[9.22 µM] | ·
CCOC(=O)c1[nH]c2ccc(OC)cc2c1NC(=O)c1ccc2c(c1)OCO2 | 1% | -1.4% | 0% | -16%[46.1 µM] | -1%[38.3 µM] | 6% | 8%
COc1ccccc1N(C)S(=O)(=O)c1ccc(C(=O)NCC(C)C)cc1 | -2% | 0.9% | -3% | -11%[46.1 µM] | 53%[activator][38.3 µM] | 15% | -3%
N#Cc1ccccc1Sc1ccccc1C(=O)OCC(=O)NC1CCCCC1 | 2% | 7.1% | -1% | -52% | ? | -9% | 12%
Cc1c(CNCc2cccs2)c(C(=O)O)c(C)n1Cc1ccccc1 | 1% | -0.8% | 3% | -10%[46.1 µM] | 19% | -3% | -11%
N#C/C(=C/c1ccc(Sc2nc3ccccc3[nH]2)o1)c1cccc(Br)c1 | 2% | -10% | -14% | ? | 35%[activator][38.3 µM] | -71% | ?
Nn1cc(Br)c(=O)[nH]c1=O | · | 0.8% | 6% | · | -2% | · | ·

Screening results from PubChem.

An excerpt, so the mix of outcomes need not match the whole.
